Glyco luc inh = N-linked glycosylation inhibition; D54 ERlucT glycosylation luciferase reporter, 24 h; percent of 100 nM tunicamycin response; reporter increase, % at 12.5 µM; 360,000 compounds, 0.23% hits; AID 588692;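 active = mean luciferase reporter signal, scaled so untreated is 0 and the glycosylation-blocking control 100, at or above a set limit in every replicate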;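 note: luciferase carries N-glycosylation sites so blocking glycosylation raises the light; 0% = median of neutral control wells and 100% = median of 100 nM tunicamycin wells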
TLR9-MyD88 inh = inhibitors of human TLR9-MyD88 binding | 340,000 compounds, 0.21% hits | CHO BLA complementation TLR9-MyD88, CCF4 FRET ratio | inhibition, % at 4.98 µM;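 active = inhibition above the mean over all tested compounds plus 3 SD, cut at about 21% in these data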;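 note: 0% = DMSO only wells and 100% = clavulanate BLA inhibitor control wells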
NCOA2 inhibitor = human SRC2 (NCOA2) inhibition; Q15596; HEK293 GAL4-SRC2 luciferase reporter, luminescence; inhibition, % at 9 µM; 370,000 compounds, 0.17% hits;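 active = inhibition above the mean inhibition of all tested compounds plus 3 SD, set per campaign, cut at about 52% in these data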;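 note: 0% = DMSO treated cells and 100% = cells given Gossypol at 36 µM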
Target sequence (Q15596 whole entry, looked up, the tested form may be a part): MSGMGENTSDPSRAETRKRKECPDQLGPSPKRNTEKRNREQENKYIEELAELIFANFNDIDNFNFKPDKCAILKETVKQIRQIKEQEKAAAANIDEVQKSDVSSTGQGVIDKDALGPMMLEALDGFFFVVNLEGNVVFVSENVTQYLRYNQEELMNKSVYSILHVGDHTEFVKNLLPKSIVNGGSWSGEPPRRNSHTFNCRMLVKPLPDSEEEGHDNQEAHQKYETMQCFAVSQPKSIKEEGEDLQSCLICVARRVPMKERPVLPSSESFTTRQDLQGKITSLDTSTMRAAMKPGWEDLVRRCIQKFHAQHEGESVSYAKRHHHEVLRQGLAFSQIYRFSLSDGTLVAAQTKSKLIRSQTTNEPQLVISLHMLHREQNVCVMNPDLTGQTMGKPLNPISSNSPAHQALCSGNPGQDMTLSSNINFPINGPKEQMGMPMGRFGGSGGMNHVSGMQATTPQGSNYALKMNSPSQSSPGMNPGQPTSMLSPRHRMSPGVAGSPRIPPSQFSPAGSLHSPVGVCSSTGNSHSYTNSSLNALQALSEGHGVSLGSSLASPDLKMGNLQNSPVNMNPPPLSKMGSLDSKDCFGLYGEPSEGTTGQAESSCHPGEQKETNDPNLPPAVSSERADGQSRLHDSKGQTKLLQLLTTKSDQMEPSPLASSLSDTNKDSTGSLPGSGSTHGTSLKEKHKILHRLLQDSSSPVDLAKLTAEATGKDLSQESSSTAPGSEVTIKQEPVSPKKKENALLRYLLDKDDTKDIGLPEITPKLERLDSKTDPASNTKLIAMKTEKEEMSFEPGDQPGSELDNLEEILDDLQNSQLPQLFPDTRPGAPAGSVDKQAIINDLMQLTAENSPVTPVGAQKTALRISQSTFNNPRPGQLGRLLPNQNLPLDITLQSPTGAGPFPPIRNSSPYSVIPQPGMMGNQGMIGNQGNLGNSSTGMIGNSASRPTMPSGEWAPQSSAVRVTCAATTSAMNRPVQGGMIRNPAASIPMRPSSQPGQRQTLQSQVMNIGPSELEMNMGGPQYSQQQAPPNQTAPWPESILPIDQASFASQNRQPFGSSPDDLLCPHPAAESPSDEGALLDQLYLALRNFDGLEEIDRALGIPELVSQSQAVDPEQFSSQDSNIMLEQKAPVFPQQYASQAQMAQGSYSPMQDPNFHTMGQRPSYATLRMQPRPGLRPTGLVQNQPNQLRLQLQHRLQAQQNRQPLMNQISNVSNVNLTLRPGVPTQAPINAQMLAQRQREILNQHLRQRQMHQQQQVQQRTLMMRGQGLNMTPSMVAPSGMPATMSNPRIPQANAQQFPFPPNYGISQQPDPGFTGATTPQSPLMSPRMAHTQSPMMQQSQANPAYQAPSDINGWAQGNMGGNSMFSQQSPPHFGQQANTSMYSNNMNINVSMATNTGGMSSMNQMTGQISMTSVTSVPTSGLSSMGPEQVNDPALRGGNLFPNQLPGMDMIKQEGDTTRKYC
H9c2 protect = modulators protecting cardiomyocytes from myocardial damage. H9c2 cardiomyocytes, H2O2 injury protection, ATPLite, 2 h. protection from H2O2 cell death, % at 20 µM. 360,000 compounds, 0.63% hits;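 active = compounds giving at least 50% protection of heart cells from peroxide-induced death in the single-dose screen, raw or plate-pattern-corrected value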;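 note: 0% = DMSO wells with peroxide and 100% = DMSO wells without peroxide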
ABCB6 inh MLPCN = blocks the human ABCB6 transporter; fluorescence ratio to DMSO, % at 10 µM; 360,000 compounds, 0.19% hits; AID 602162; Q9NP58; K562-ABCB6 porphyrin accumulation, flow cytometry, 1 h; active compounds read low;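 active = fluorescence ratio to DMSO below 75%, the collection mean minus 3 SD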;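 note: signal is porphyrin accumulated inside mitochondria; 100% equals median channel fluorescence of DMSO control wells; lower ratio means ABCB6 inhibition with less porphyrin fluorescence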
MC4R antag cAMP = antagonists of human melanocortin 4 receptor (MC4R) | P32245 | MC4R-expressing cells, MTII-stimulated cAMP, LANCE TR-FRET | inhibition, % at 6.5 µM | 360,000 compounds, 0.48% hits;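 active = inhibition above its plate's cutoff, the mean of tested wells on that plate plus 3 SD, cut at about 29% in these data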;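 note: 0% = Melanotan II alone and 100% = Melanotan II plus saturating MCL0020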
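system = U2OS cells with stable human MC4R expression | also added = Melanotan II challenge after compound preincubation | dosing = one concentration, 6.5 µM nominal | incubation = compound 30 min, challenge 1 h, detection 1 h | measured by = TR-FRET with Eu-cAMP and labeled anti-cAMP, 671 nm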
NOD2-RIPK2 inh = NOD2-RIPK2 protein interaction inhibition; 360,000 compounds, 0.38% hits; inhibition, % at 4.98 µM; CHO BLA complementation NOD2-RIPK2, CCF4 ratio; O43353; in the data active = inhibition above about 21%;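 note: 0% = vehicle only and 100% = reference blocker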
MC4R barr agon = agonists of human melanocortin 4 receptor (MC4R) beta-arrestin. P32245. U2OS MC4R beta-arrestin complementation, luminescence; percent of melanotan II response, DMSO zero. activation, % at 8.9 µM. 360,000 compounds, 0.98% hits;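 active = activation above a per-plate cutoff, the mean activation of sample wells on that plate plus 3 SD, cut at about 8% in these data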
m5-HT2A agonist = mouse HTR2A agonism via beta-arrestin recruitment; P35363; CHO-K1 mHTR2A beta-arrestin complementation, luminescence; percent of 30 µM serotonin response; activation, % at 7.6 µM; 360,000 compounds, 0.66% hits; AID 624169;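 active = activation above a run cutoff, the mean activation of all tested compounds plus 3 SD, cut at about 14% in these data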;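 note: 0% = plate median of compound wells and 100% = 30 µM serotonin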
ABHD5-PLIN5 inh = ABHD5-PLIN5 protein interaction inhibition; Split G. princeps luciferase complementation, luminescence, 4 h; inhibition, % at 4 µM; 360,000 compounds, 0.78% hits; AID 602281;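 active = inhibition above the mean inhibition across every tested compound plus 3 SD, cut at about 22% in these data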;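 note: 0% = DMSO only wells and the 100% control is not disclosed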
Active calls of the source: *; nt = no result given.

SMILES	Glyco luc inh	TLR9-MyD88 inh	NCOA2 inhibitor	H9c2 protect	ABCB6 inh MLPCN	MC4R antag cAMP	NOD2-RIPK2 inh	MC4R barr agon	m5-HT2A agonist	ABHD5-PLIN5 inh
O=C(NCc1ccccc1Cl)c1ccc(CS(=O)Cc2ccc(Cl)cc2)o1 (centres undefined)	-2	-6	4	4	97	-2	5	-2.9	-6	7
CCCCCc1nc2c(=O)n(C)c3ccccc3c2o1	1	3	-56	0	85	-4	-5	4.6	0	3
COc1ccc(-c2ccc3c(c2)S(=O)(=O)c2cccc(C(=O)NCCOc4ccccc4)c2C3=O)cc1OC	-6	-9	nt	0	91	10	-6	-0.2	10	-7
COc1ccc([N+](=O)[O-])cc1NC(=O)Cn1ccc(C(F)(F)F)n1	2	9	-10	-3	90	6	-6	-1.5	-2	4
O=C(O)COC(=O)C1C(c2ccccc2)C(C(=O)O)C1c1ccccc1 (centres undefined)	2	-9	-9	0	102	18	-7	0.6	2	3
N#Cc1cccc(C(=O)OCc2cccc(S(=O)(=O)N3CCOCC3)c2)c1	-1	1	-24	7	103	8	2	-0.6	-3	-2
CCOC(=O)/C(C#N)=C/c1ccc(N2CCN(Cc3ccccc3)CC2)cc1	2	0	1	-10	101	26	-10	1.8	-3	-1
Cc1cccc(-c2noc(-c3ccoc3C)n2)c1	-3	-4	-43	-1	101	0	-12	-0.7	-1	-3
COc1ccc(NC(=O)C2(C)CCN2Cc2ccccc2OC(F)F)cc1OC (centres undefined)	-2	nt	-23	-13	94	-4	-15	3.0	-1	-2
Cc1ccc(NC(=O)CCNCc2ccco2)cc1S(=O)(=O)N(C)C	0	0	0	5	91	2	-8	-0.2	-1	7
COc1ccc(/C=C/C(=O)c2ccc(O)cc2)cc1COc1ccc(F)cc1	7	9	14	0	98	-11	1	1.6	-9	6
CC1CCN(C(=O)Cn2nc(C(F)(F)F)c3c2CCCC3)CC1	0	-5	-12	8	92	3	-7	1.3	8	4
C=CCOc1ccc(C(=O)Nc2ccc(OCC)cc2)cc1	0	1	-12	-2	106	18	-8	-1.7	-1	4
O=C(NCC1CCCO1)c1cc(-c2ccccc2)on1 (centres undefined)	34*	5	-99	3	91	2	-3	-1.9	-3	-1
CCOc1ccc2ccccc2c1C(=O)Nc1cc(=O)n(C)c(=O)n1C	0	-2	6	-4	99	1	-12	1.2	5	4
Cc1c(C(=O)N2CCN(CCc3ccccn3)CC2)oc2ccc(F)cc12	1	-15	25	-3	99	-2	-5	-2.3	-6	4
COc1ccc(S(=O)(=O)N2CCC(C(=O)N[C@@H](C)C(=O)NC3CCCC3)CC2)cc1	2	2	2	0	101	-1	2	-2.3	1	-3
COC(=O)COc1ccc(S(=O)(=O)N2CCCCCC2)cc1C	1	-10	-3	-5	94	6	-2	-2.7	3	4
CCOC(=O)c1[nH]ncc1CN1CCC(Cc2cccc(OC)c2)(C(=O)OCC)CC1	1	6	-19	-5	96	14	6	0.7	3	-2
COc1ccc(NC(=O)c2cc(C(C)C)on2)c(OC)c1	-1	-2	-51	-14	98	2	0	-0.3	-4	-5
O=C(O)C1CCCCC1C(=O)Nc1ccc(F)cc1F (centres undefined)	1	-13	nt	7	100	10	-4	-0.6	8	-7
CCc1nnc(NC(=O)c2ccc(S(=O)(=O)N3CCCc4ccccc43)cc2)o1	0	-4	12	30	97	4	-6	-2.7	-6	-3
CC1CCCC(C)N1C(=O)CCN1C(=O)C2C3C=CC(C3)C2C1=O (centres undefined)	1	-10	-14	-2	101	6	-2	-0.1	0	-4
CCn1c(C)cc(/C=C2\NC(=O)N(Cc3ccc(Cl)cc3)C2=O)c1C	-4	-2	-15	-1	107	8	-7	0.0	-3	11
c1cc(SSc2ccncc2)ccn1	0	9	-10	2	97	5	5	-1.0	3	-18
Cc1ccc(C(CNS(=O)(=O)c2ccccc2)N2CCN(C)CC2)cc1 (centres undefined)	-2	0	-31	2	102	-5	1	-0.9	-5	11
CN=C(Nc1cccnc1)c1ccccc1	2	-8	-10	10	103	19	-3	-1.2	11	3
COCCCNC(=O)Cn1cnc2sc(C)c(S(=O)(=O)N3CCN(c4ccccc4OC)CC3)c2c1=O	1	-4	4	5	108	18	-4	-0.3	2	-3
CCC(C(=O)NCc1ccc(F)cc1)N(Cc1cccs1)C(=O)c1snc(C(N)=O)c1N (centres undefined)	1	-4	1	10	98	-2	1	0.6	-1	-4
COc1ccc(Nc2nc(N3CCOCC3)nc(N3CCOCC3)n2)cc1	-5	-2	14	6	103	1	2	-0.8	4	1
CCN(CC)CCCCCCCCOC(=O)c1cc(OC)c(OC)c(OC)c1	6	-17	-8	-12	104	2	-15	1.7	0	-1
CC(=O)Nc1cccc(-c2ccnc3c2CC(C)(C(=O)Nc2cccc(C(C)=O)c2)O3)c1 (centres undefined)	30*	nt	2	-1	97	-6	0	-2.1	2	2
CCN(C(=O)C1CCN(c2nc(-c3ccc(OC)cc3)no2)CC1)c1ccc(OC)cc1	-4	-6	30	-32	96	9	9	-0.1	2	1
O=c1[nH]c2ccccc2n1CCCOc1ccccc1	-2	-11	-41	-6	87	5	-12	1.6	-3	-2
Cc1oc2c(cc(NS(=O)(=O)c3ccc(Cl)cc3)c3ccccc32)c1C(=O)O	3	-1	-7	2	101	3	-5	-2.6	1	-1
Cc1c(C(=O)NCCC2=CCCCC2)sc2ncnc(N3CCCCC3C)c12 (centres undefined)	0	-4	0	-2	87	10	0	-5.0	0	-1
O=C(Nc1nccs1)c1ccc(S(=O)(=O)N2CCOCC2)cc1	1	-1	-39	2	91	2	-3	-3.2	6	-2
Cc1ccccc1C(=O)NC1CCN(C(=O)Nc2ccccc2Cl)CC1	0	1	4	-5	97	4	3	3.5	4	-7
CN1C/C(=C/c2ccncc2)C(=O)/C(=C/c2ccncc2)C1	2	0	-6	-1	96	4	-2	0.4	-1	1
CN=c1scc(C)n1/N=C/c1ccc(O)c(O)c1O	-1	4	-26	-2	106	-15	-11	-0.8	3	-15
CCCc1cc2c(cc1NC(=O)c1ccco1)OCO2	4	3	-16	5	95	-4	4	-2.8	5	-7
COc1ccc(C(=O)CC(=O)Nc2ccc([N+](=O)[O-])cc2)cc1	0	3	-25	-10	101	15	-9	-0.5	-6	-4
CC(=O)O[C@@]1(C)C[C@@H](O)[C@]2(O)C=CO[C@@H](O[C@@H]3O[C@H](CO)[C@@H](O)[C@H](O)[C@H]3O)[C@@H]21	2	-9	-20	4	99	-3	-1	0.7	0	-23
COc1ccc(C(=O)Nc2ccc(Br)cc2F)cc1S(=O)(=O)N1CCCC1	-3	-3	1	5	97	-2	1	-3.3	-5	-10
Cc1cccc(N2CCN(C(=O)COCc3cc(-c4ccc5c(c4)OCO5)on3)CC2)c1C	0	7	-20	-9	94	0	-5	-3.2	-6	-6
O=C(CSc1nnc(CNC(=O)c2ccco2)o1)Nc1ccc(Cl)cc1	2	-6	-12	6	99	5	-11	-2.6	-4	0
CCCn1c(=O)[nH]c(=O)c2[nH]cnc21	3	-2	14	15	100	2	4	1.2	-3	-5
Cc1cccc(NC(=O)c2cc3ccccc3c(=O)o2)n1	-8	-2	-47	-13	99	-8	2	-0.2	-1	-4
CCC(=O)NC(c1ccccc1)c1c(OC(C)=O)ccc2ccccc12 (centres undefined)	-2	17	15	0	94	-1	-5	-1.2	-5	5
C/C(=N\NC(=O)c1nnn(-c2nonc2N)c1CN1CCC(C)CC1)c1cccc(Br)c1	0	-11	8	-2	95	3	-7	0.9	-5	-12
CCN1CCN(Cc2c(OC)ccc3ccccc23)CC1	2	2	-5	-3	94	7	-3	-1.0	-4	2
CC(C)(C)OC(=O)N1CCC(NC(=O)c2[nH]cnc2C(=O)Nc2ccc(Cl)cc2)CC1	1	-2	-13	22	99	9	-11	0.5	10	16
Cc1ccc(OCC(=O)Nc2ccc(S(=O)(=O)N(C)C3CCN(C)CC3)cc2)c(C)c1	-1	3	-1	4	100	6	8	0.1	-2	-1
O=c1[nH]c(N2CCOCC2)nc2ncn(Cc3ccccc3)c12	1	-3	-26	-3	92	-2	-3	-0.9	-3	2
CCN(CC)C(=S)SCC(=O)c1ccc(Br)cc1	-2	3	-43	-3	98	3	-1	-1.8	-5	-2
O=C(OCc1cccc([N+](=O)[O-])c1)c1ccncc1	1	-5	-10	-3	99	0	-4	-3.0	-2	-1
COc1ccc(NC(=O)CCC(=O)c2cc(C)sc2C)cc1	3	-3	-6	2	101	8	-6	-3.3	-4	-1
COc1ccc(OC)c(C2C(C(=O)c3cccs3)=C(O)C(=O)N2c2cc(C)on2)c1 (centres undefined)	1	12	-2	5	86	-1	-10	-2.1	0	-6
COCCNC(=O)C1(C)CCCN(Cc2ccc(Oc3ccccc3)cc2)C1 (centres undefined)	-4	nt	20	-3	97	3	-5	0.4	7	-1
CC[C@H](C)Cc1cn([C@@H](CCCN=C(N)N)C(=O)NCCCCCCCCCCC(=O)N2CCNCC2)nn1	0	-1	-11	-1	96	10	6	1.2	-2	6

Single entries from the entries so far:
For MC4R antag cAMP, `COc1ccc(OC)c(C2C(C(=O)c3cccs3)=C(O)C(=O)N2c2cc(C)on2)c1` (centres undefined) is entered as -1
For NOD2-RIPK2 inh, `Cc1ccc(OCC(=O)Nc2ccc(S(=O)(=O)N(C)C3CCN(C)CC3)cc2)c(C)c1` is entered as 8
For m5-HT2A agonist, `C/C(=N\NC(=O)c1nnn(-c2nonc2N)c1CN1CCC(C)CC1)c1cccc(Br)c1` is entered as -5
For H9c2 protect, `CCCn1c(=O)[nH]c(=O)c2[nH]cnc21` is entered as 15

The main list resumes, starting 2 compounds before the break.
SMILES	Glyco luc inh	TLR9-MyD88 inh	NCOA2 inhibitor	H9c2 protect	ABCB6 inh MLPCN	MC4R antag cAMP	NOD2-RIPK2 inh	MC4R barr agon	m5-HT2A agonist	ABHD5-PLIN5 inh
COCCNC(=O)C1(C)CCCN(Cc2ccc(Oc3ccccc3)cc2)C1 (centres undefined)	-4	nt	20	-3	97	3	-5	0.4	7	-1
CC[C@H](C)Cc1cn([C@@H](CCCN=C(N)N)C(=O)NCCCCCCCCCCC(=O)N2CCNCC2)nn1	0	-1	-11	-1	96	10	6	1.2	-2	6
CCOc1ccc(C(=O)COc2ccc(NC(C)=O)cc2)cc1	-1	-5	-7	-1	100	11	11	0.9	0	-3
COc1ccc(NC2CC(=O)NC2=O)cc1 (centres undefined)	-1	-5	-14	-2	99	-3	-2	-1.1	3	-2
COc1ccc2c(c1)cc(C)c1nnc(SCC(=O)N(C)c3nc(-c4ccccc4)cs3)n12	1	7	-16	19	95	4	-3	-1.6	8	-4
COc1cc(S(=O)(=O)N2CCN(c3ccc(F)cc3)CC2)ccc1Cl	-2	-13	-35	-20	107	11	-3	-3.1	-3	-4
CC(C(=O)N1CCc2ccccc21)n1cccc1 (centres undefined)	-2	-5	-27	-3	91	-3	4	-1.6	0	-2
COC(=O)c1ccc(COc2cc(C)ccc2C)o1	1	7	-71	-6	91	-4	-14	-0.6	0	-2
Cc1cc(NC(=O)CSc2nnc(Cc3cccn3C)n2CCc2ccccc2)no1	4	0	-18	-1	99	-2	8	-0.5	-5	6

High-throughput results from PubChem BioAssay.

Not all compounds are listed. The share of hits here may be higher or lower than overall.
